From PubChem BioAssay
KDM5B inh – inhibitors of human KDM5B histone demethylase | Potency, µM (top dose mostly 57.7 µM), for inactives: at the top dose activity change, negative = inhibition, most hits filed as inhibitors | actives 2.6% (n = 220,000) | KDM5B demethylase, FDH-coupled NADH fluorescence (FDH is formaldehyde dehydrogenase); active = well fitted inhibition curve with a large enough effect; inconclusive = small, poorly fitted or top-dose-only effect; inactive = no such curve, though single readings can be large or run the other way; also: 0% is about no effect; nearly all actives have a fitted effect of over 70% in size
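qHTS format, multiple compound concentrations. Buffer 50 mM HEPES pH 7.5/0.01% Tween-20; 200 nM KDM5BΔAP final; 10 min compound preincubation; substrate-mix levels 12.5 µM peptide, 25 µM α-KG, 0.25 mM NAD⁺; 30 min RT; ΔRFU.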
Active calls of the source: *; ? = inconclusive; [ ] = remark or other dose. Potency is read from the fitted curve at half-maximal effect. These rows are one share of the data (hit frequency here may not be typical).

SMILES	KDM5B inh
COc1ccc(-c2cc(N3CCC(NC(=O)CCc4cccc(OC)c4)CC3)n[nH]2)cc1	-31%
Cc1ccc(C)c(Cn2c(N3CCC(C(=O)N4CCC(C(N)=O)CC4)CC3)nc3ccccc32)c1	-9%
CCCc1cc(C(=O)Nc2cc(Cl)ccc2Cl)no1	6%
Cn1nc(C(=O)OCC(=O)NC(=O)c2ccc(C(C)(C)C)cc2)c2ccccc2c1=O	15%
CCNc1cc(N2CCC(CCC(=O)N3CCCN(c4ncccn4)CC3)CC2)ncn1	?
O=C(CCC1CCCN(CC2=Cc3cc(Cl)ccc3OC2)C1)Nc1ccccc1F (stereo not drawn)	-12%
Fc1ccc(N2CCN(c3nc(-c4ccccc4F)no3)CC2)cc1	-23%
CCc1ccc(OC(=O)c2ccccc2I)cc1	-13%
COC(=O)c1c(-c2ccc(F)cc2)csc1NC(=O)CN1CCOCC1	-6%
O=C(c1nccc2ccccc12)N1C[C@@H](CO)[C@H](c2ccccn2)C1	9%

Some of the entries so far, as comma-separated lines.
molecule,KDM5B inh
Cc1ccc(C)c(Cn2c(N3CCC(C(=O)N4CCC(C(N)=O)CC4)CC3)nc3ccccc32)c1,-9%
CCCc1cc(C(=O)Nc2cc(Cl)ccc2Cl)no1,6%
Cn1nc(C(=O)OCC(=O)NC(=O)c2ccc(C(C)(C)C)cc2)c2ccccc2c1=O,15%
CCNc1cc(N2CCC(CCC(=O)N3CCCN(c4ncccn4)CC3)CC2)ncn1,?
O=C(CCC1CCCN(CC2=Cc3cc(Cl)ccc3OC2)C1)Nc1ccccc1F (stereo not drawn),-12%
Fc1ccc(N2CCN(c3nc(-c4ccccc4F)no3)CC2)cc1,-23%
CCc1ccc(OC(=O)c2ccccc2I)cc1,-13%

The list continues.
SMILES	KDM5B inh
CCOc1ccccc1CNC(=O)CCCn1c(=O)c2cccn2c2cccnc21	?
CN(Cc1ccc(-c2ccc(Cl)cc2)o1)C(=O)CNC(=O)c1ccc(Cl)cc1Cl	-40%
CN(C)Cc1cn2c(=O)n(C)cc(-c3ccccc3Oc3ccccc3)c2n1	-3%[86.2 µM]
N[C@@H]1CC[C@H](C(=O)N2CCC(Oc3cccc(C(F)(F)F)c3)CC2)C1	8%
CC(C)N1Cc2cc(C(=O)NC3CCN(Cc4ccccc4)CC3)sc2C1	?
COc1ccc(-c2cnc3ccccc3n2)cc1NC(=O)CNC(=O)c1ccccc1	?
CN(Cc1ccccc1F)C(=O)CN1CCN(c2oc(-c3ccco3)nc2C#N)CC1	?
COc1cc(CNCCSc2nnnn2C)ccc1OCc1ccccc1C	1%
Nc1c(C(=O)NCc2cccs2)nnn1CC(=O)Nc1cccc(F)c1	-27%
CC(=O)c1c(C)nc(Nc2nc(C)c3cc(C)ccc3n2)nc1C	?
CC(=O)NNC(=S)Nc1ccc(Cl)cc1Cl	17%
CCOC(=O)N1CCN(c2ccc(C(=O)O)cc2NS(=O)(=O)c2ccc(OC)c(Cl)c2)CC1	-2%
CC(=O)Nc1ccc(C2(C(=O)NCc3ccc(F)cc3F)CCCCC2)cc1	-16%
Cc1ccc(N(C(C)C(=O)N2CCCC2)S(C)(=O)=O)cc1C (stereo not drawn)	11%
COc1ccc(-c2cc(N3CCN(C(=O)c4cc(F)ccc4Cl)CC3)n[nH]2)cc1	-29%
CCC(C(=O)NCc1nnc2c(-c3nc(C4CC4)no3)cccn12)c1ccccc1 (stereo not drawn)	32µM*
Cc1cc(N2CCC(C)CC2)nc2ccc(NC(=O)CCC(=O)N3CCN(c4ccccc4F)CC3)cc12	?
CC(C)c1ccc(-c2nc3c([nH]2)c(=O)n(C)c(=O)n3C)cc1	-21%
Cc1ccc(NC(=O)Cn2c(=O)ccc3cc(S(=O)(=O)N4CCCC4)ccc32)cc1N(C)C	17%
COCCN1CCCCCC(O)c2cc(C(=O)NCCc3nc4ccccc4n3C)ccc21 (stereo not drawn)	-13%
CC(C)CC(=O)N1CCN(C(=O)N2CC3CC(C2)[C@H]2CCCC(=O)N2C3)CC1 (stereo partly drawn)	-6%
CCC(=O)N1CCc2cc(S(=O)(=O)CCC(=O)N3CCN(c4cccc(C)c4C)CC3)ccc21	-3%
COC(=O)c1sccc1NC(=O)Nc1ccc(C)cc1C	-5%
Cc1ccc(NC(=O)N2CCN(c3nnnn3-c3ccccc3)CC2)cc1F	-7%[115 µM]
O=C(c1ccc(Cl)cc1)N1CCCCC1CCN1CCOCC1 (stereo not drawn)	-16%
CCc1ccc2oc(=O)cc(CN3CCN(CCO)CC3)c2c1	-8%
Cn1c(=O)c2c(nc(N3CCCCC3)n2C)n(C)c1=O	19%
Cc1nc2c(c(-c3ccc(O)cc3)n1)CN(Cc1cccn1C)CCC2	-10%
CCOc1ccc(NC(=O)CSc2nc3ccccc3c(=O)n2CCn2cc(Cl)cn2)cc1	17%
COCC(=O)NCc1cc2n(n1)CCCN(Cc1cnn(C)c1C)C2	-14%

Structures listed above printed as active in KDM5B inh.
SMILES	KDM5B inh
CCC(C(=O)NCc1nnc2c(-c3nc(C4CC4)no3)cccn12)c1ccccc1 (stereo not drawn)	32µM*

The main list resumes, repeating the two entries before the break.
SMILES	KDM5B inh
CCOc1ccc(NC(=O)CSc2nc3ccccc3c(=O)n2CCn2cc(Cl)cn2)cc1	17%
COCC(=O)NCc1cc2n(n1)CCCN(Cc1cnn(C)c1C)C2	-14%
COc1ccc(S(=O)(=O)NCc2nc3nc(C)cc(C)n3n2)cc1OC	6%
COC1CN(c2cccc(F)c2)C12CCN(C(=O)c1ccco1)CC2 (stereo not drawn)	-23%
CC1CCCN(C2CCN(Cc3cccc(Cl)c3)CC2)C1 (stereo not drawn)	?
O=C(C1CCCCC1)N1CCC(OC2CCN(Cc3cccnc3)CC2)CC1	-18%
CC1(C)CC(=O)C/C(=N/NC(=O)CCc2ccccc2)C1	1%
CCCCCCc1cc2cc(C(C)=O)c(=O)oc2cc1O	?
O=C(CCC1CCN(C(=O)c2ccccc2F)CC1)NCCCc1ccccc1	-2%
COc1ccc(OC)c(C2C=C(c3ccc(Cl)cc3OC(F)F)Nc3nnnn32)c1 (stereo not drawn)	?
Cc1ccccc1CN1CCc2ncc(C(=O)NCCOc3ccccc3)n2CC1	-7%[86.2 µM]
COC(CNC(=S)NC1CCCC1)OC	19%

Given in markdown: five of the compounds above.
| structure | KDM5B inh |
| --- | --- |
| COc1ccc(OC)c(C2C=C(c3ccc(Cl)cc3OC(F)F)Nc3nnnn32)c1 (stereo not drawn) | ? |
| O=C(C1CCCCC1)N1CCC(OC2CCN(Cc3cccnc3)CC2)CC1 | -18% |
| CC1CCCN(C2CCN(Cc3cccc(Cl)c3)CC2)C1 (stereo not drawn) | ? |
| O=C(CCC1CCN(C(=O)c2ccccc2F)CC1)NCCCc1ccccc1 | -2% |
| CC1(C)CC(=O)C/C(=N/NC(=O)CCc2ccccc2)C1 | 1% |

Additional compounds
SMILES	KDM5B inh
CCCc1cc(=O)[nH]c(SCc2noc(-c3ccc(C)cc3)n2)n1	-2%
COc1ccc(-n2nnnc2C2CCN(S(=O)(=O)c3cccc(Cl)c3C)CC2)cc1	-12%
COc1ccc(OCCC(=O)OCC(=O)NCc2ccccc2)cc1	-16%
CCOc1ccc2c(n1)CCN(C(=O)c1ccccn1)C2	?
CCc1ccc(C(=O)c2cn(CC(=O)Nc3cc(F)ccc3F)c3nc(C)ccc3c2=O)cc1	-4%
CCc1ccccc1NC(=O)CCNC(=O)Cn1ccc2ccccc2c1=O	?
CC(=O)Nc1cccc(NC(=O)c2cc(-c3cccs3)nc3ccccc23)c1	?
CNC(=O)c1ccc(-c2nc(CN3CCN(S(=O)(=O)c4ccc(C)c(C)c4)CC3)c(C)o2)cc1	?
CC1=C(c2ccc(C)c(C)c2)S(=O)(=O)N(Cc2ccc(C(=O)Nc3cc(F)ccc3F)cc2)C1=O	?
O=C1OCC2=C1C(c1ccccc1)NC(=O)N2CC(=O)N1CCCCC1 (stereo not drawn)	12%
O=C(Cc1ccc(Br)cc1)Nc1nc2c(s1)CCCC2	5%
Cc1cc(N2CCC(NCc3nc[nH]c3C)CC2)nc(-c2ccccc2O)n1	?
Cc1nn(CCCC(=O)NCc2ccc(F)cc2)c(=O)c2c1sc1ccccc12	?
O=C(NCc1c[nH]c2ncccc12)c1ccccc1	-25%[86.2 µM]
CCCn1nc(C(=O)N2CCN(C(=O)C(C)C)CC2)c2ccccc2c1=O	14%
CC(=O)Nc1ccc(CN2CCCC3(CC(c4cccnc4)=NO3)C2)cc1 (stereo not drawn)	13%[115 µM]
O=C(CSc1n[nH]c(=O)n1Cc1ccco1)N1CCOCC1	29%
C=CCC1(CO)CCCN(C(=O)CCN(C)S(C)(=O)=O)C1 (stereo not drawn)	-7%
N#Cc1c(/N=C/c2c(F)cccc2F)sc2c1CCCC2	-17%
CC(=O)N1CCc2c(sc3c2c(=O)n(-c2ccccc2Cl)c(=O)n3C)C1	6%
CC(=O)c1c(C)[nH]c(C(=O)Nc2ccc(Cl)cc2)c1C	-12%
CCCCCCNC(=S)Nc1cccc(Cl)c1	-17%
COc1ccc(CN2C[C@@H]3C(=O)N(Cc4ccc5c(c4)OCO5)C(=O)[C@@H]3C2)cc1OC	21%
O=C(Nc1cccc2ccccc12)C1CC2CCCC(C1)C2=O (stereo not drawn)	15%
CCN1C(=O)Cc2cc(C(=O)Nc3ccc(F)cc3)ccc21	1%
COc1ccc(-c2noc(-c3nnn4c3COC(c3ccc(F)cc3)C4)n2)cc1OC (stereo not drawn)	22µM*
CC1(C(=O)N2CCC(C3CCN(S(C)(=O)=O)CC3)C2)CCOCC1 (stereo not drawn)	21%
Cc1cc(NC(=O)c2nc3ccccc3nc2N2CCN(C)CC2)ccc1Br	-20%
CCn1c(SCC(=O)NC2CCCCC2)nc2c(c1=O)SCC2	19%
COc1ccc(S(=O)(=O)Oc2ccc3c(c2)O/C(=C\c2ccc(OC)cc2OC)C3=O)cc1	-9%
CN1CCN(C(=O)[C@@H]2CCC[C@@H](NC3CCOCC3)CN(C)C(=O)C2)CC1	-2%[86.2 µM]
CCOc1cccc(Nc2nn(-c3ccc(OC(F)(F)F)cc3)nc2C(C)=O)c1	-4%
O=S(=O)(c1ccccc1C(F)(F)F)N1CCC2(CCCNC2)C1 (stereo not drawn)	-17%
CC(C)N(Cc1cnn(C)c1)S(=O)(=O)c1ccc(Cl)cc1F	-8%
O=c1c2cccnc2n(Cc2ccccc2F)c(=O)n1Cc1ccc(F)cc1	?
Cc1cc(-n2c(C)cc(-c3csc(N)n3)c2C)no1	3%
Cc1noc([C@@H]2CN(C(=O)Cc3ccc(Cl)cc3)C[C@H]2C(N)=O)n1	12%
O=C(NCc1cc2n(n1)CCN(C1CCCCC1)C2)c1noc2c1CCCC2	-1%
Cc1scc(C(=O)Nc2ccccc2C#N)c1C	-14%
O=C(Nc1ccc(F)cc1)c1[nH]c2ccccc2c1Cl	-10%
Cc1cccc(C(=O)NC(NC(=O)c2cccc(C)c2)c2ccccc2F)c1	21%
COCC(=O)Nc1cccc(C(=O)N(Cc2ccsc2)CC(C)C)c1	9%
CCOc1cc(/C=C2/NC(=O)NC2=O)cc(Cl)c1OCc1cccc(C(=O)O)c1	19%
COc1ccc(C2=NOC3(CCN(Cc4ccc(N(C)C)cc4)C3)C2)cc1 (stereo not drawn)	?
O=C(NC1CCC(C(F)(F)F)CC1)c1ccsc1 (stereo not drawn)	-9%
Cc1ccc(C)c(Nc2c([N+](=O)[O-])c(=O)oc3ccccc23)c1	15%
COc1ccccc1NC(C)C(=O)c1[nH]c(C)c(C(C)=O)c1C (stereo not drawn)	-8%
Cn1c(CNC(=O)c2cc3c(s2)CN(C2CC2)C3)nc2ccccc21	13µM*
Cc1ccc(C(=O)NCC2(c3ccccc3)CC2)cc1C	13%
CC1(C)CC(C(CC#N)Cc2ccccc2)CCO1 (stereo not drawn)	21%

Carrying on.
SMILES	KDM5B inh
Cc1cc(C(=O)NCc2ccco2)c2cccc(-c3ccccc3)c2n1	?
COc1ccc(C(=O)/C(=C\c2cccc(Br)c2)c2nc3ccccc3o2)cc1	0%
CC1CC(=O)Nc2cc(S(=O)(=O)NCCc3cccs3)ccc2S1 (stereo not drawn)	9%
COc1ccc(-c2nc(SCC(=O)NC3CCCC3)c(-c3ccc(C)cc3)[nH]2)cc1OC	-4%
COC(=O)[C@@H]1Cc2c[nH]c3cccc(c23)[C@H](CC(C)C)N1	-26%[115 µM]
CCOc1ccccc1NC(=O)c1cc2cc(C)ccc2n1C	6%
O=C(Nc1ccc(N2CCN(C(=O)c3ccccc3F)CC2)cc1)c1cncc(Br)c1	8%
CCN(CC)S(=O)(=O)c1ccc(C(=O)Nc2nc3c(Cl)cc(Cl)cc3s2)cc1	?
CSCC[C@H](NC(=O)C1CCN(C(=O)[C@H](Cc2ccccc2)NS(=O)(=O)c2ccc(C)cc2)CC1)C(=O)O	3%
COc1ccc(/C=C/C(=O)OCc2ccccc2C#N)cc1OC	?
O=C(O)c1ccc(CNCc2cccc3ccccc23)cc1	6%
CN(c1ccc(OCc2ccc([N+](=O)[O-])cc2)cc1)S(=O)(=O)c1ccccc1	-16%
COc1ccc(CNC(=O)c2cc3c(=O)n(C)c4ccccc4c3n2C)c(OC)c1	-17%
CCCN(C)C(=O)CCc1ccc2c(c1)CN(S(C)(=O)=O)CCO2	2%
Cc1ccc(C(=O)NCC(O)c2ccc(F)c(F)c2)cn1 (stereo not drawn)	17%
Cc1noc(C)c1CCNC(=O)CCc1ccc2c(c1)CN(S(C)(=O)=O)CCO2	7%
CC(C)COc1ccc(Br)cc1C(N)=O	15%
O=C(/C=C/c1ccc2c(c1)OCCCO2)c1ccccc1OCc1ccccc1	-6%
